# Source: PubChem BioAssay
# NPY-Y2 PAM-ag: NPY-Y2 potentiators or agonists, primary screen, cell-based; Neuropeptide Y receptor type 2 (Homo sapiens), P49146; AID 1359, 2008; 0.45% of 220,000 active; activation, % at 3.6 µM; cells expressing NPY-Y2, potentiator/agonist read-out; in the data active = activation above about 27%;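 also: cells stimulated with NPY near EC25 plus isoproterenol at EC100; 0% = vehicle plus submaximal agonist and 100% = vehicle plus saturating agonist; some results beyond the cut were filed as inactive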
# BaF3 tox: parental Ba/F3 cell viability inhibition, counter-screen for JAK2V617F inhibitor project, murine pro-B, CellTiter-Glo luminescence; inhibition, % at 5.6 µM; AID 1486, 2009; 1.1% of 220,000 active; CellTiter-Glo ATP luminescence;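 active = inhibition above a per-campaign cutoff, the mean inhibition of all tested compounds plus 3 SD, cut at about 27% in these data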;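 also: 0% = DMSO wells and 100% = JAK Inhibitor I control wells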
# Wee1 stabilizer: Wee1 degradation inhibitors, primary screen, cell-based, HeLa, Wee1K328M-luciferase, luminescence | Wee1-like protein kinase (Homo sapiens), P30291 | HeLa Luc-Wee1K328M stability; 100% = proteasome inhibitor MG132 effect | reporter increase, % at 5 µM | 1.2% of 220,000 active | AID 1321, 2008;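 active = activation above the mean of all tested compounds plus 3 SD, set per screening run, cut at about 8.8% in these data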;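 also: cells exposed to compound for 20 h before luminescence read; 0% = DMSO alone and 100% = MG132 at 30 µM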
# S1P4 antag: S1P4 receptor antagonists, primary screen, cell-based; S1P4-expressing cells, antagonist mode, reporter read-out; Sphingosine 1-phosphate receptor 4 (Homo sapiens), O95977; inhibition, % at 4.98 µM; 0.26% of 220,000 active; in the data active = inhibition above about 29%;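 also: 0% = wells stimulated with agonist and 100% = vehicle wells without agonist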
# Mdm2 ligase inh: MDM2-luciferase reporter signal enhancers, primary screen, MDM2 E3 ligase inhibitor project, cell-based, luminescence, 1536-well; E3 ubiquitin-protein ligase Mdm2 (Homo sapiens), Q00987; cell-based MDM2 ubiquitination luciferase reporter, 2 h; 0 = plate control, 100 = twice control, blank-subtracted; signal enhancement, % at 5 µM; 0.11% of 210,000 active; AID 1230, 2008;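 active = signal enhancement of 30% or more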;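 also: luminescence tracks abundance of the self-degrading MDM2-luciferase fusion protein; higher signal means inhibition of MDM2 E3 ligase activity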
#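 Assay system: mammalian cells stably expressing self-ubiquitinating, self-degrading MDM2 E3–luciferase fusion. Quantity: 2000 cells in each well. Medium: DMEM culture medium. Compound dosing: single-point 5 µM. Timing: cell settling 4 h, compound treatment 2 h, both 37 °C. Technique: luciferase luminescence. Read-out basis: percent signal gain over controls, blank-subtracted. Benchmarks: plate controls and plate blanks.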
# eIF4E 4G PPI: eIF4E–eIF4G protein interaction inhibitors, primary screen, biochemical, uHTS, TR-FRET, eIF4GI fragment; 0.37% of 220,000 active; Eukaryotic translation initiation factor 4E (Mus musculus) + Eukaryotic translation …; TR-FRET eIF4E-eIF4GI(517-606) binding, 2 h; inhibition, % at 21.7 µM;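 active = inhibition above about 30%, limit read from the data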;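 also: 0% = full FRET control wells and 100% = background wells lacking eIF4GI fragment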
# Target sequence (P63073 whole entry, looked up, the tested form may be a part): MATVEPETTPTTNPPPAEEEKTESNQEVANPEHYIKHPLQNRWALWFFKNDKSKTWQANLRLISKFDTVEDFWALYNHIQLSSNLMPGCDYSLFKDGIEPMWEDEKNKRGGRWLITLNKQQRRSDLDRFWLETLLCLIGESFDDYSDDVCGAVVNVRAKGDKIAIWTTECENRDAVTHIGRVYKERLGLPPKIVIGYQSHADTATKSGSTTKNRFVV
# Target sequence (Q04637 whole entry, looked up, the tested form may be a part): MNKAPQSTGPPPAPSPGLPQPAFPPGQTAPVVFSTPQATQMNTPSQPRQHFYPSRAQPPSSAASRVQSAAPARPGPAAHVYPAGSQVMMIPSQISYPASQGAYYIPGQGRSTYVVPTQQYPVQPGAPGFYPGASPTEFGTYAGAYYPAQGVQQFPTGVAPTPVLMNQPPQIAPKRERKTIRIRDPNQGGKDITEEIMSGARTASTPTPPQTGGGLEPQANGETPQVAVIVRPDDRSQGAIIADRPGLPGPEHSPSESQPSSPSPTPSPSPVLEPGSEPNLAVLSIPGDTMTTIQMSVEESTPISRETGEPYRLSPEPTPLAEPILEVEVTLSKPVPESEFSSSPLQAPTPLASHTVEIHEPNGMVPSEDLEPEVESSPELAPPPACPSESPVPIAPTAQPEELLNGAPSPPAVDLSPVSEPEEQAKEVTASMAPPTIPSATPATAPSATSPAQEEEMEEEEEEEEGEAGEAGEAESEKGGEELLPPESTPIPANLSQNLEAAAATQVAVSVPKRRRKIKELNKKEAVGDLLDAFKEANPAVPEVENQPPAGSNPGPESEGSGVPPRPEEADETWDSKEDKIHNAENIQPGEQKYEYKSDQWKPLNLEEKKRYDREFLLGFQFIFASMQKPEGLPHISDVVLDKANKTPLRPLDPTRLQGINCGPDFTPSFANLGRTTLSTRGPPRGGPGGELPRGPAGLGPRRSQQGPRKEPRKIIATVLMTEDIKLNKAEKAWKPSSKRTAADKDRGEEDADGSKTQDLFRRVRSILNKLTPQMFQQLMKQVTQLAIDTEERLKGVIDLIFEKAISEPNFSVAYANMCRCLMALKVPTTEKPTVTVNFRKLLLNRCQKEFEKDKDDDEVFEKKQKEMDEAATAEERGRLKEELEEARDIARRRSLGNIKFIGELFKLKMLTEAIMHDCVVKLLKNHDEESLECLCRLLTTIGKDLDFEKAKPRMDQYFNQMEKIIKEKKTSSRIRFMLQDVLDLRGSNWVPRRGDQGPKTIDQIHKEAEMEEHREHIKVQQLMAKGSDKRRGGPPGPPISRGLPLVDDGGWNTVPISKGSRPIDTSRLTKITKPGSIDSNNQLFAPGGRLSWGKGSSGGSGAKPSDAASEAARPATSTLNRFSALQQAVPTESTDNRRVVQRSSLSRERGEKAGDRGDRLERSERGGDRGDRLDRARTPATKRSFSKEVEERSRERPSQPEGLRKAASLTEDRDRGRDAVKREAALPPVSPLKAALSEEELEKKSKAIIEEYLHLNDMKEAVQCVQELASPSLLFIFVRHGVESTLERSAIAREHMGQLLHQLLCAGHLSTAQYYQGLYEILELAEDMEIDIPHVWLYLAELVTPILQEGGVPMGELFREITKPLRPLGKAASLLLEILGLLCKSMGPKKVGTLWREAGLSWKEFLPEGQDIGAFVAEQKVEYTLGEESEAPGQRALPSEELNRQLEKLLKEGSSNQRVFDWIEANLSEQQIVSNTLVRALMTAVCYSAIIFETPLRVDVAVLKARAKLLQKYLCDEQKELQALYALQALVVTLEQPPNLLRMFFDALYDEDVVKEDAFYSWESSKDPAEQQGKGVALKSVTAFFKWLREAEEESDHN
# S1P4 agonist: S1P4 receptor agonists, primary screen, cell-based; Sphingosine 1-phosphate receptor 4 (Homo sapiens), O95977; 0.35% of 220,000 active; activation, % at 4.98 µM; S1P4-expressing cell line, agonist reporter assay; AID 1509, 2009; in the data active = activation above about 11%;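 also: 0% = DMSO vehicle and 100% = reference agonist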
# Ba/F3 V617F tox: reduced viability of JAK2V617F-dependent Ba/F3 cells, primary screen, JAK2V617F inhibitor project, cell-based, Ba/F3 EpoR-JAK2V617F, luminescence | 1.1% of 220,000 active | AID 1446, 2008 | ATP luminescence | inhibition, % at 5.6 µM;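 active = inhibition above the campaign mean plus 3 SD over all tested compounds, cut at about 24% in these data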;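 also: cytokine-independent growth of Ba/F3 cells driven by EpoR plus mutant JAK2; 0% = DMSO-treated cells and 100% = JAK inhibitor I control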
# PERK inhibitor: block of dimerizer-induced PERK translation repression, primary screen, PERK inhibitor project, CHO PERK-DD cells, SEAP luminescence, HTS; inhibition, % at 5.6 µM; AID 1416, 2008; 0.17% of 220,000 active; CHO PERK-DD fusion, SEAP luminescence translation reporter;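 active = inhibition above the mean inhibition of all tested compounds plus 3 SD, set separately per screening campaign, cut at about 2.9% in these data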;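 also: PERK kinase domain activated by AP20187 dimerizer at 100 nM; 0% = DMSO with dimerizer and 100% = rapamycin at 8.4 µM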
# Numbers without * were called inactive; / = not tested or not shown; [ ] = another dose, or the depositor's remark.
structure	NPY-Y2 PAM-ag	BaF3 tox	Wee1 stabilizer	S1P4 antag	Mdm2 ligase inh	eIF4E 4G PPI	S1P4 agonist	Ba/F3 V617F tox	PERK inhibitor
CC(=O)Nc1ccc(OCC(O)CN2CCN(c3cc(Cl)ccc3C)CC2)cc1 (stereo not drawn)	-15	4	1	-16	-8	8	0.0	3	-0.8
CCC(CC)NC(=O)COC(=O)c1ccc(OCC(=O)Nc2ccccc2OC)c(OC)c1	-5	4	3	0	-5	-29	1.4	1	0.5
COc1cc(OC)cc(C(=O)NC(=S)Nc2ccc(NC(=O)c3ccco3)cc2)c1	-12	3	2	-18	4	0[fluorescence artefact?]	-1.7	1	-0.3
Cc1[nH]c(=O)[nH]c(=O)c1S(=O)(=O)N1CCCC(C(=O)NCc2ccco2)C1 (stereo not drawn)	-4	9	-2	-6	-16	-5	2.1	5	0.8
O=C(O)C1CC(O)CN1C(=S)Nc1ccccc1 (stereo not drawn)	-2	8	-4	-3	-3	-5	0.8	-3	0.4
COc1ccc(CC(=O)OCC(=O)NCCc2ccccc2)cc1OC	2	4	-1	-9	3	2[fluorescence artefact?]	0.0	-1	0.8
O=c1[nH]c(/C(Cl)=C/c2cc(Cl)ccc2O)nc2cc(Cl)ccc12	15	8	5	-2	-4	9	-1.5	1	0.1
Cc1ccc(C(=O)Nc2ccc(NC(=O)c3cccs3)cc2)cc1[N+](=O)[O-]	3	0	2	-3	-13	-2	1.9	-2	0.1
CC1CN(C(=O)/C=C/c2ccccc2[N+](=O)[O-])CC(C)O1 (stereo not drawn)	5	3	3	-8	1	-3	-0.1	-2	0.2
COc1cccc(/C=N/NC(=O)C[n+]2ccccc2)c1O	-1	7	-2	7	0	3	2.8	-1	1.6
Cc1nc(CCNC(=O)Cc2ccc(Cl)cc2)cs1	10	3	2	-18	-13	4	0.9	-5	1.7
CCc1cccc(C)c1NC(=O)c1cccc(N(C)C)c1	8	4	0	26	-34	28	-2.2	-3	0.1
CCOc1ccc(-c2nc(-c3cccnc3)no2)cc1OCC	7	3	-1	-15	-4	0	-1.2	0	-1.2
Cc1cc2c(NC(=O)CCCC(=O)O)cccc2nn1	-6	-1	-4	2	-14	-1	1.4	-6	1.9
Cc1ccc(NC(=O)C2(c3ccccc3)CC2(Cl)Cl)cc1C (stereo not drawn)	-1	0	-1	3	-14	6	0.5	0	0.5
Cc1ccc2nc(SCc3nc4c(cnn4-c4ccccc4)c(=O)[nH]3)[nH]c2c1	-10	3	-3	-8	-1	-4	1.3	1	-0.1
COc1ccc(OCC(O)Cn2c(Nc3ccccc3)nc3c2c(=O)n(C)c(=O)n3C)cc1 (stereo not drawn)	-7	0	0	-4	-11	-14[fluorescence artefact?]	3.5	-1	-0.7
CCOCCSC1=C(C#N)C(c2cccs2)C(C(C)=O)=C(C)N1 (stereo not drawn)	2	1	1	-10	0	1	-0.1	-3	-0.1
CC(=O)Nc1ccc(N/C=C/C(=O)c2ccc(C)o2)cc1	-4	5	-2	0	-4	-1	-0.3	3	-0.1
Cc1cc(C)cc(N(CC(=O)N2CC=C(c3ccccc3)CC2)S(=O)(=O)c2c(C)noc2C)c1	-7	9	0	-23	-7	1	0.3	2	-1.0
O=C(Nc1ccc2c(c1)OCCO2)C1CCC1	1	-3	-3	-15	4	6	0.3	-6	1.7
Cc1cc(/C=C(\C#N)C(=O)NCCc2c[nH]c3ccccc23)c(C)n1C	6	1	1	-25	5	-4[fluorescence artefact?]	0.6	-2	-0.1
CC(C)Oc1ccc(C(=O)N2CCCC2C(=O)O)cc1 (stereo not drawn)	0	5	-2	7	-15	1[fluorescence artefact?]	-0.1	0	0.4
O=C(Nc1nc(=S)ss1)c1ccc(Cl)cc1Cl	-13	2	2	1	19	10[fluorescence artefact?]	3.2	1	0.8
CCOC(=O)C1CCN(Cc2cnc(Oc3ccc(Cl)cc3C)s2)CC1	-10	0	-2	11	-16	7	-3.5	-3	0.8

structure	NPY-Y2 PAM-ag	BaF3 tox	Wee1 stabilizer	S1P4 antag	Mdm2 ligase inh	eIF4E 4G PPI	S1P4 agonist	Ba/F3 V617F tox	PERK inhibitor
Cc1cc2c(c(N)n1)c(=O)oc1ccccc12	-5	5	0	-12	-12	8	-0.2	1	0.1
Cc1nc(NC(=S)NC(=O)c2ccccc2)sc1C	2	-1	6	-9	-13	5	0.0	-2	1.4
COc1ccccc1/C=C/C(=O)Nc1cccc(C(C)=O)c1	0	1	-1	13	-3	0	-1.4	-2	1.0
COc1cc(C)c2occ(/C(C)=N\O)c2c1	7	2	-1	-30	-17	0	1.9	-1	0.5
O=C(CN(CCO)c1ccccc1)Nc1cccc(S(=O)(=O)N2CCCC2)c1	1	2	0	-7	23	3	2.3	5	0.1
CCOc1ccc(-c2c(=O)n(OCc3ccccc3Br)c3ccccc3[n+]2[O-])c(OCC)c1	0	2	-2	-17	-10	-7	1.3	1	-0.2
CCCCc1ccc(S(=O)(=O)Nc2cc(C)on2)cc1	-29	0	-2	-27	-8	3	-0.1	1	0.5
Nc1ccc2c(c1)C(=O)C(=O)c1ccccc1-2	-3	14	-2	-1	-35	16[fluorescence artefact?]	5.4	44*	-0.4
COC(=O)Cc1ccc(NC(=S)NCCCN2CCOCC2)cc1	4	6	-3	8	15	0	-0.6	-1	1.2
O=C(N/N=C\c1ccc[nH]1)C1COc2ccccc2O1 (stereo not drawn)	-3	-6	4	5	-8	2	-1.2	-1	1.6
CCN(CC)c1ncnc2sc(C(=O)N3CCN(c4ccc(OC)cc4)CC3)c(C)c12	3	0	2	-21	-16	0	0.1	-3	-0.2
O=C(Nc1ccc(S(=O)(=O)NCc2ccco2)cc1)c1ccc2ccccc2n1	-19	5	-1	-6	-8	-20	0.6	-5	0.2
Cc1cnn(-c2cc(N/N=C/c3ccccc3)ncn2)c1	-10	1	0	2	-10	-16	-0.9	-3	0.7
N#C/C(=C/c1ccc(N2CCOCC2)o1)C(=O)N1CCOCC1	-19	0	0	-5	13	13	1.0	-4	1.1
CCNc1nc(OCC)nc(N2CCC(Cc3ccccc3)CC2)n1	-5	3	4	-16	2	0[fluorescence artefact?]	0.7	-1	0.5
COCCn1c(C)cc(C(=O)CN2C(=O)NC3(CCCCCCC3)C2=O)c1C	16	0	2	-12	-12	-7	-0.8	0	0.3
CC1CCN(c2nnc(NC(=O)Cn3c(=O)oc4ccccc43)s2)CC1	7	6	-2	-6	-5	-2[fluorescence artefact?]	-1.7	-1	1.1
Cc1ccc(NC(=O)N(C2CCCCC2)C(C)c2cccnc2)cc1C (stereo not drawn)	-13	6	3	9	-18	-1	0.4	2	0.5
COc1ccc(-n2c(=O)c3c(C)c(C)sc3n(Cc3cccc(F)c3)c2=O)c(OC)c1	3	5	4	7	-5	3	0.9	-3	0.2
O=C(N/N=C/c1ccc([N+](=O)[O-])o1)c1sc2ccccc2c1Cl	13	-12	3	-7	/	-4	0.1	-2	0.4
CC(=O)Oc1cc2oc(=O)cc(C)c2cc1Cl	-6	-3	4	0	-36	-4	6.0	-3	0.8
CC1=Nc2cccc3cccc(c23)N1	-13	4	-3	-7	-5	19[fluorescence artefact?]	-4.6	-4	-1.1
O=C(COC(=O)/C=C/c1ccc(OC(F)F)cc1)Nc1ccc(S(=O)(=O)N2CCCC2)cc1	-11	8	2	-11	5	10[fluorescence artefact?]	1.6	-2	0.3
O=C(NCc1ccccc1Cl)c1ccc2nc[nH]c2c1	6	0	7	-15	-2	2	2.0	-3	1.6
C/C(=N\NC(=O)c1nc2ccccn2c1C)c1cccc([N+](=O)[O-])c1	4	-2	-2	2	-22	-6	0.7	-2	0.6

structure	NPY-Y2 PAM-ag	BaF3 tox	Wee1 stabilizer	S1P4 antag	Mdm2 ligase inh	eIF4E 4G PPI	S1P4 agonist	Ba/F3 V617F tox	PERK inhibitor
CCN(C(=N)N=C(N)N)c1ccccc1	21	3	3	-4	-11	0	0.4	1	1.6
COc1ccc(Cc2n[nH]c(=S)n2Cc2ccccc2)cc1Cl	6	4	1	6	21	2	-0.2	-2	1.3
Cc1c(N=C2C=C(Br)C(=O)C(Br)=C2)c(=O)n(-c2ccccc2)n1C	3	-1	-2	-6	-20	1	0.9	1	-0.2
Cc1ccc(-c2n[nH]c(=S)n2/N=C/C=C\c2ccccc2[N+](=O)[O-])cc1	0	1	4	-8	11	-13[fluorescence artefact?]	2.6	-4	0.7
CCc1ccc(CCC(=O)Nc2ccc(C)cc2C)o1	8	3	3	12	0	4	1.7	-2	-0.8
[O-]/[N+](=C\C=C\c1ccccc1)c1ccccc1	5	18	2	-3	-17	2	1.5	9	-0.6
Cc1nnc(Oc2ccccc2F)c2ccccc12	15	4	0	-1	-9	3[fluorescence artefact?]	-3.7	-3	0.4
CCOc1cccc(-c2nc(C(N)=O)c3[nH]c(=O)n(-c4cccc(Cl)c4)c3n2)c1O	-2	2	1	5	-8	4	-0.5	-2	1.5
Cc1ccc(S(=O)(=O)N2CCC(=O)N(C(COCc3ccc(Cl)cc3)Cc3ccccc3)CC2)cc1 (stereo not drawn)	-13	11	0	5	/	5	2.6	6	-0.3
CC(=O)c1ccc(NC(=O)C2CCCN2S(=O)(=O)c2ccc(C)cc2)cc1 (stereo not drawn)	16	1	1	-5	-12	2	-0.5	-3	-0.2
O=C(O)/C=C/C(=O)c1ccc(O)cc1	7	-1	1	-13	-11	8	-0.2	-3	1.5
CCc1ccc(S(=O)(=O)Nc2c(C)nn(C)c2C)cc1	-6	6	4	-17	2	1	0.7	1	1.5
CCN(CC)C(=O)c1sc2nc(-c3ccc(OC)cc3)cn2c1C	-6	1	3	2	-30	1	-1.3	-2	-0.8
CCC(=O)NNc1nc2c(F)cc(F)cc2s1	-5	6	0	9	-13	1	-1.9	3	0.2
COC(=O)c1sc(NC(=S)NC(=O)c2ccc(F)cc2)nc1C	2	7	0	2	-6	-2	1.7	3	0.5
O=C(Nc1ccccc1)Nc1cccc2nsnc12	-3	4	3	7	-17	3	-1.6	-1	0.1
Cc1ccc(C(=O)Nc2ccnc(-c3ccncc3)n2)cc1	-2	-3	-4	-1	-23	6	-0.8	-2	1.2
O=C(CSc1nc2ncc(Br)cc2[nH]1)c1cccc([N+](=O)[O-])c1	6	8	0	-2	-2	-3[fluorescence artefact?]	2.3	1	-0.4
